# Efflux pump mplx – blocks antifungal efflux pumps in multiplex yeast assay. AID 485275. S. cerevisiae Candida pump triplex, Nile Red efflux. 0.44% of 330,000 active. inhibition, % at 10 µM;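 active = plate passing quality check with inhibition over a set limit, or well fluorescence over plate mean plus 4 SD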;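 note: Nile Red retained in pooled yeast measured as flow cytometry median fluorescence; 0% = buffer negative control and 100% = Enniatin B positive control; higher means more Nile Red kept so more efflux inhibition; some compounds called inactive have numbers as strong as hits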
# RPL19A-GFP yeast – alters RPL19A-GFP fluorescence in TOR pathway yeast screen; AID 2025; 0.3% of 330,000 active; S. cerevisiae RPL19A-GFP strain, flow cytometry, 3 h; stronger effect = lower value; percent response vs DMSO, % at 10 µM;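 active = percent response vs DMSO below 50%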;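 note: median channel GFP fluorescence of the barcoded RPL19A-GFP strain; ratio of sample median GFP to plate DMSO average so 100% = DMSO; lower means less RPL19A-GFP as with rapamycin TOR inhibition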
# MEP2-GFP yeast – modulators of TOR pathway MEP2-GFP in S. cerevisiae | 0.51% of 330,000 active | GFP response vs DMSO, % at 10 µM | S. cerevisiae MEP2-GFP strain, flow cytometry GFP, 3 h; 100% = DMSO control level;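 active = GFP response versus DMSO above a set limit, roughly screen mean plus 3 SD, cut at about 180% in these data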;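 note: median GFP fluorescence of the barcode-gated MEP2-GFP cells per well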
# AHR activator – human AHR activation | P35869 | AHR-responsive luciferase reporter cells, luminescence | activation, % at 5 µM | 2.5% of 320,000 active; in the data active = activation above about 47%;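 note: 0% = vehicle wells and 100% = reference agonist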
# Target sequence (P35869 whole entry, looked up): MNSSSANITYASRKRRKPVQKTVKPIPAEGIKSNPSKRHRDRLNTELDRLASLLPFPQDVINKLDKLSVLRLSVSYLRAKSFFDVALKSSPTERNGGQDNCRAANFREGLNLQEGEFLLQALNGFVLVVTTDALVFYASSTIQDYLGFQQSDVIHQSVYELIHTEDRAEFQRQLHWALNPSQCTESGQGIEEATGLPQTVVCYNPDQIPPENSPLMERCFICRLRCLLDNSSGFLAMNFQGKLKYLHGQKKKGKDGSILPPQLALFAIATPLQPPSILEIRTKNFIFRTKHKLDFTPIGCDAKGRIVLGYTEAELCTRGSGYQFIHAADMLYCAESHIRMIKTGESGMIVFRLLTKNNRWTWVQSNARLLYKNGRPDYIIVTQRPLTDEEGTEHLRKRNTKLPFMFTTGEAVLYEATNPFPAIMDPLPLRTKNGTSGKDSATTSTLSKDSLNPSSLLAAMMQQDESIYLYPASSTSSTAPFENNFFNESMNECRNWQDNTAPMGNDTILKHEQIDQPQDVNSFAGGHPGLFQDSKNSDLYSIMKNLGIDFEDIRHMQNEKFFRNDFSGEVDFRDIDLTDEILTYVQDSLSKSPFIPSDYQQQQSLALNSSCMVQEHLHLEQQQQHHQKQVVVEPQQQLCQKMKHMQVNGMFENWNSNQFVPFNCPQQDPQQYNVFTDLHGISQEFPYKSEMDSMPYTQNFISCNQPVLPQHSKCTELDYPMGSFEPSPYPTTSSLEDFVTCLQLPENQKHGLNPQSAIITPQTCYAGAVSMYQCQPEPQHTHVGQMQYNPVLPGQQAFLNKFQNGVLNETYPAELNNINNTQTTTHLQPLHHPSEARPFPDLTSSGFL
# AGP1-GFP MLPCN – yeast TOR pathway AGP1-GFP modulation; 0.02% of 320,000 active; S. cerevisiae AGP1-GFP multiplex flow cytometry, 3 h; GFP as percent of DMSO wells; GFP response vs DMSO, % at 10 µM; AID 2066;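 active = GFP response relative to DMSO above a set limit, near screen average plus 3 SD, cut at about 150% in these data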;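 note: median GFP channel fluorescence of the gated AGP1 strain per well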
# CR mimetic SO – caloric restriction mimetics inhibiting age-related superoxide in yeast. S. cerevisiae aged cells, superoxide DHE fluorescence; stronger effect = lower value. superoxide response (% of plate mean), % at 10 µM. 0.18% of 330,000 active. AID 2690;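 active = superoxide response under a set limit, about three screen SD below normal, cut at about 65% in these data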;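 note: yeast aged for seven days with compound at 30 °C before DHE staining; 100% = average MFI of all compound-treated wells on the plate with controls excluded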
# CIT2 TOR yeast – modulators of TOR pathway CIT2-GFP in S. cerevisiae. S. cerevisiae CIT2-GFP strain, flow cytometry, 3 h; 100 means same as DMSO wells. GFP response vs DMSO, % at 10 µM. 0.065% of 320,000 active. AID 2029;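 active = GFP response relative to DMSO above a set limit, near the screen mean plus 3 SD, cut at about 150% in these data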;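 note: ratio of well median GFP fluorescence to mean of DMSO wells on the plate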
# LAP4-GFP MLPCN – modulators of TOR pathway LAP4-GFP in S. cerevisiae; S. cerevisiae LAP4-GFP multiplex, flow cytometry GFP, 3 h; median GFP as percent of DMSO wells; GFP response vs DMSO, % at 10 µM; 0.34% of 320,000 active; AID 2023;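 active = GFP response vs DMSO above a set limit, about the screen mean plus 3 SD, cut at about 150% in these data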
# Active calls of the source: *; . = not tested or not shown.
Molecule	Efflux pump mplx	RPL19A-GFP yeast	MEP2-GFP yeast	AHR activator	AGP1-GFP MLPCN	CR mimetic SO	CIT2 TOR yeast	LAP4-GFP MLPCN
COc1ccc(CN2CNc3nc4ccccc4n3C2)cc1	0.0	100	101	3	95	113	100	92
COc1cccc(C=Nc2cccnc2)c1O	0.0	104	97	6	100	94	105	95
CNc1nc(-c2ccccc2)cc(-c2ccccc2)n1	0.5	106	101	46	82	93	94	102
CC(=O)Nc1ccc(S(=O)(=O)N2CCN(c3cc(C)nc4ncnn34)CC2)cc1	0.3	124	111	2	116	115	107	114
COc1ccc(C2/C(=C(\O)c3ccc4c(c3)CC(C)O4)C(=O)C(=O)N2Cc2cccnc2)c(OC)c1 (stereo not drawn)	-0.1	98	103	1	103	96	101	114
CCOC(=O)c1cc(NC(=O)c2ccco2)ccc1N1CCOCC1	0.5	100	97	2	101	108	91	98
O=C(O)Cn1c(-c2ccccn2)nc2ccccc21	0.0	99	110	4	101	117	100	107
O=C(COC(=O)c1c2c(nc3ccccc13)CCN(Cc1ccccc1)C2)Nc1c(F)cccc1F	-0.9	104	99	6	107	86	98	102
CN1CCN(S(=O)(=O)c2ccc(Oc3ccc(Br)cc3F)nc2)CC1	-0.2	94	91	2	102	111	97	99
O=C(CSc1nc2ccccc2o1)N/N=C/c1ccccc1	0.0	99	103	8	95	92	98	88
Cc1ccccc1NC(=O)Cc1nc(COC(=O)CCc2ccccc2)cs1	0.1	97	100	2	96	101	95	103
Cc1c(Cl)c([N+](=O)[O-])nn1CC(=O)NC(C)c1ccccc1 (stereo not drawn)	-0.1	109	108	0	107	103	113	98
CCOC(=O)C1CCCN(C(=O)c2cccc(S(=O)(=O)N3CCCC3)c2)C1 (stereo not drawn)	-0.2	100	101	2	99	93	98	96
COc1ccc(OCCOC(=O)c2ccc(F)c(S(=O)(=O)N3CCOCC3)c2)cc1	0.1	94	99	-2	94	93	87	103
CCNC(=S)Nc1cccc(F)c1C	-0.3	90	89	0	94	88	97	91
Cc1nc(N2CCN(C)CC2)c2sc(=S)n(C)c2n1	-0.2	100	111	6	105	100	100	103
COc1ccc(F)cc1S(=O)(=O)N1CCCCC1	0.1	96	97	0	100	107	102	97
CC(C)CCNC(=O)C1CC(=O)N(CCc2ccccc2)C1 (stereo not drawn)	0.0	98	107	0	94	104	99	91
Cc1cc(C)c([N+](=O)[O-])cc1-c1ccc(/C=N/c2c(-c3ccco3)nc3ccccn23)o1	0.0	95	104	9	95	117	92	106
O=C(NCCc1c[nH]c2ccc(Cl)cc12)c1ccc([N+](=O)[O-])cc1	0.0	100	100	-3	96	93	98	104
COc1ccc(NC(=O)CC(NCCc2ccccc2)C(=O)O)c(OC)c1 (stereo not drawn)	-0.1	105	105	-1	106	99	111	104
C#CCOCCOCCOCCNc1nc(N2CCN(C(=O)[C@H](CCC(=O)O)n3cc(C(N)CC(C)C)nn3)CC2)nc(N2CCN(C(=O)[C@H](Cc3ccc(O)cc3)n3cc(C(N)CC(C)C)nn3)CC2)n1 (stereo partly drawn)	0.0	98	88	1	92	103	110	100
COc1cccc2c1OCC/C2=N\NC(=O)C(C)Oc1ccc([N+](=O)[O-])cc1 (stereo not drawn)	0.0	89	109	-2	90	104	98	88
C#CCOc1ccc(/C=C2/C(=O)ON=C2C)cc1Cl	0.0	103	101	4	85	123	103	97
O=S(=O)(c1cccc2cccnc12)N1CCN(c2ccccn2)CC1	-0.1	99	96	-2	103	104	100	100
COc1ccc(C(=O)OC(C)C(=O)NCC2CCCCC2)cc1S(=O)(=O)N1CCOCC1 (stereo not drawn)	0.0	101	102	0	102	97	98	103
O=C(COc1cccc2ccccc12)N1CCN(c2ccccn2)CC1	0.0	99	102	10	99	108	96	108
COC(=O)c1cc2c(C)c(C)c3ccccn3c-2c1C(=O)OC	-0.2	111	111	42	111	99	103	88
CC(=O)N1CCc2cc(S(=O)(=O)CCC(=O)Nc3ccc4c(c3)OCCO4)ccc21	0.0	99	102	4	104	95	102	96
CN(C(=O)COC(=O)c1cccc(NS(=O)(=O)c2ccc(F)c(F)c2)c1)C1CCS(=O)(=O)C1 (stereo not drawn)	-0.1	94	86	-1	87	93	94	94
CN(C)c1ccc(-c2nnc(-c3cccnc3)o2)cc1	0.0	106	107	.	99	105	105	102
COc1cccc(NC(=S)N2CCN(S(C)(=O)=O)CC2)c1	-0.2	104	99	.	94	100	97	65
CC1C(=O)N2CCCc3cc(S(=O)(=O)N(C)Cc4ccccc4)cc1c32 (stereo not drawn)	0.0	99	98	1	110	138	102	102
Fc1ccccc1NC(=S)NCc1ccc(Cl)cc1	0.4	106	112	3	100	91	100	114
COc1ccc(CN2CCN(Cc3ccc(C)cc3)C(CCO)C2)cc1OC (stereo not drawn)	0.1	99	109	-1	103	78	91	116
Cc1cc(C)c2nc(/N=C(\N)NC(=O)Nc3ccccc3)nc(C)c2c1	0.0	95	102	70*	96	97	95	101
O=C1C(Cl)=C(NCC2CCCO2)C(=O)N1c1cccc(Cl)c1Cl (stereo not drawn)	0.1	98	98	0	103	117	91	97
COCCNC(=O)c1ccccc1-c1nc(-c2ccccc2Cl)no1	0.1	94	109	27	105	112	100	102
O=C(CC1S/C(=N\S(=O)(=O)c2ccccc2)N(c2ccccc2)C1=O)Nc1ccc(F)cc1 (stereo not drawn)	-0.3	104	102	0	100	101	93	107
Cn1nccc1C(=O)NCCN1C(=O)OC(C)(C)C1(C)O (stereo not drawn)	0.0	103	108	-1	102	100	101	107
C=CCn1c(=S)[nH]c2scc(-c3ccc(C)o3)c2c1=O	-0.1	94	97	29	99	79	96	105
CCOC(=O)c1cnc(Nc2nc3ccccc3o2)nc1C	-0.2	108	120	-1	109	98	106	125
CC(=O)Nc1cc(NC(C)=O)c(N=Nc2ccccc2)cc1C	-0.1	101	107	-3	107	105	98	101
O=C(COc1ccc(F)cc1)Nc1ccc(-n2cnnn2)cc1	-0.2	99	105	-7	100	96	108	106
Cc1cccc(NC(=O)NNC(=O)COc2ccc([N+](=O)[O-])cc2)c1C	-0.1	100	99	12	98	105	113	92
N#CCCC12CCCCC1=Nc1ccccc12 (stereo not drawn)	0.1	99	101	7	100	98	93	98
CCOc1ccccc1N(CC(=O)Nc1ccccc1C(=O)N1CCOCC1)S(C)(=O)=O	0.6	106	102	1	98	100	103	79
COC(=O)c1nnn(-c2nonc2N)c1CSc1nc2ccccc2o1	-0.1	97	91	2	92	100	91	93

# 3 entries already listed, sorted by the value under RPL19A-GFP yeast, falling:
SMILES	Efflux pump mplx	RPL19A-GFP yeast	MEP2-GFP yeast	AHR activator	AGP1-GFP MLPCN	CIT2 TOR yeast	LAP4-GFP MLPCN
CCOc1ccccc1N(CC(=O)Nc1ccccc1C(=O)N1CCOCC1)S(C)(=O)=O	0.6	106	102	1	98	103	79
Cn1nccc1C(=O)NCCN1C(=O)OC(C)(C)C1(C)O (stereo not drawn)	0.0	103	108	-1	102	101	107
O=C(COc1ccc(F)cc1)Nc1ccc(-n2cnnn2)cc1	-0.2	99	105	-7	100	108	106

# Following part
Molecule	Efflux pump mplx	RPL19A-GFP yeast	MEP2-GFP yeast	AHR activator	AGP1-GFP MLPCN	CR mimetic SO	CIT2 TOR yeast	LAP4-GFP MLPCN
COC(=O)c1ccc(N2CCN(S(=O)(=O)c3ccccc3)CC2)c([N+](=O)[O-])c1	0.0	95	96	-2	96	99	.	95
Cc1ccc(OCCNC(=O)c2ccccc2F)cc1	0.3	99	100	3	93	112	89	102
CN1CCCC(OC(=O)c2ccccc2F)C1 (stereo not drawn)	-0.1	96	97	0	90	97	90	90
O=C(N/C(=C\c1ccc2c(c1)OCO2)C(=O)N1CCOCC1)c1cccs1	0.0	105	108	-1	111	88	103	104
CCN1CCC(NC(=O)Nc2cccc(C(F)(F)F)c2)CC1	-0.1	108	101	3	100	121	104	91
CC1(c2cc(C(F)(F)F)n3nc(C(=O)O)cc3n2)CC1	-0.1	114	99	2	91	99	90	74
Cc1c(NC(=O)COc2ccc3ccccc3c2)c(=O)n(-c2ccccc2)n1C	0.0	100	95	6	106	84	105	94
Cc1ccc(NC2CCCN(C(=O)CCC3(C)CC3)C2)cc1C (stereo not drawn)	-0.6	100	102	27	102	90	97	102
C=CCn1c(SCC(=O)NC(=O)NC)nnc1C1CCCCC1	0.1	105	97	2	104	67	105	100
CC1CCc2nn(CC(=O)NCCC3=CCCCC3)cc2C1 (stereo not drawn)	-0.1	101	101	3	104	112	100	97
CCOc1cc(C(=O)OCc2ccc([N+](=O)[O-])cc2)ccc1OCC(=O)N1CCOCC1	0.0	96	95	-1	101	99	95	103
CCCc1ccc(C(=O)NNc2cccc(C)c2)cc1	0.1	100	107	10	91	96	94	99
CCOC(=O)C1CCCN(CCC(=O)Nc2ccccc2C)C1 (stereo not drawn)	0.1	97	102	2	95	101	99	84
CCN(CC)C(=O)CSc1nc2ncccc2[nH]1	0.2	106	101	6	111	106	107	103
COc1cc(-c2cc(=O)c3c(O)c(OC)c(OC)c(O)c3o2)ccc1O	0.0	102	114	4	105	79	108	103
CC1Cc2cc(/C(O)=C3/C(=O)C(=O)N(CCCn4ccnc4)C3c3ccc(Br)cc3)ccc2O1 (stereo not drawn)	0.2	107	115	5	108	100	103	106
Cc1ccccc1C(=O)c1cccn1CC(=O)NC(C)CCc1ccccc1 (stereo not drawn)	-0.1	99	93	3	104	99	101	102
CCc1ccc(CNc2ccc3c(c2)ncn3C)cc1	-0.2	99	96	34	.	94	102	95
Cc1cccc(OCCN2CCOCC2)c1C	0.0	101	108	0	99	97	106	96
CCc1nnc(NC(=O)c2ccc(Cl)c(S(=O)(=O)N3CCc4ccccc43)c2)s1	-0.2	95	89	10	101	67	100	91
COc1cc(N2CCCC2)ccc1[N+](=O)[O-]	0.0	93	80	3	89	100	86	96
COc1ccc(Br)cc1CNC(=O)C1CCCN(c2nc3ccccc3o2)C1 (stereo not drawn)	0.1	101	102	3	102	93	.	96
C=CCN1C(=O)c2ccc(C(=O)NCCc3ccc(F)cc3)cc2C1=O	-0.4	104	118	2	101	97	95	117
CCOC(=O)c1c(C)nsc1NC(=O)c1ccco1	-0.1	105	103	.	96	94	105	95
O=c1[nH]c2cc3c(cc2cc1CN(Cc1nnnn1C1CCCC1)C1CCCC1)OCCO3	0.6	105	102	19	98	126	96	106
C=CCn1c(SCC(=O)c2ccc(Cl)s2)nc2ccccc2c1=O	-0.2	105	102	2	114	90	101	103
COCCN(CCOC)C(=O)c1ccc(CSc2nc3ccccc3s2)cc1	0.7	112	119	28	100	100	102	101
NC(=O)c1ccccc1NC(=O)/C=C/c1ccc(Cl)cc1	0.0	102	106	-8	99	111	102	107
Cc1nc2cc(Cl)ccc2c(=O)n1Cc1ccncc1	0.4	103	96	1	99	93	105	91
COc1ccc(C/C(N)=N/OC(C)=O)cc1OC	0.1	109	105	-1	105	103	107	97
CCc1cc(C(=O)OC)c(NC(=O)CN2CCN(C(=O)c3ccco3)CC2)s1	0.2	101	84	-1	94	111	109	74
O=C(CN1C(=O)/C(=C/c2ccccc2Cl)SC1=S)NC1CCS(=O)(=O)C1 (stereo not drawn)	-0.2	95	99	1	92	94	95	105
O=C(NCCc1ccccc1)Nc1ccc(Cl)cc1	-0.1	102	101	7	96	101	98	98
COc1ccc(C(=O)N/C(=C\c2ccco2)C(=O)OCc2ccco2)cc1	-0.2	98	102	0	100	90	89	108
CC(=O)Nc1cc([N+](=O)[O-])ccc1N1CCOCC1	-0.4	105	102	-2	106	107	100	97

# High-throughput results as filed in PubChem BioAssay.
